# Assay outcomes as filed in PubChem.
# procasp7 counter = counter-screen: procaspase-7 (human) activation | recombinant procaspase-7, Ac-DEVD-pNA absorbance 405 nm; D23A/D198A/D206A triple mutant, cannot self-cleave; scale: DMSO 0, 5 µM enzyme 100 | actives 0.093% (n = 330,000) | P55210 | activation, % at 8.5 µM;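 active = percent activation above the screen-wide mean plus 3 SD, cut at about 25% in these data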
# Target sequence (P55210 whole entry D23A/D198A/D206A): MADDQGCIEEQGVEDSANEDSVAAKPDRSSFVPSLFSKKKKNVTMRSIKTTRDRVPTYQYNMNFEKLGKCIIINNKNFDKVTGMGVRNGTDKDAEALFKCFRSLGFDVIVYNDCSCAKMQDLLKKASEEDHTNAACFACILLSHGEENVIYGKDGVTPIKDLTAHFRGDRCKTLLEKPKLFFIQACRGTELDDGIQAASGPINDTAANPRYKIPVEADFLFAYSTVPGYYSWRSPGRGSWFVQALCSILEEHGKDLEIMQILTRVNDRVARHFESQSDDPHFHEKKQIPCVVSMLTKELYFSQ
#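 System: Procaspase-7 triple mutant (PC-7 D3A); measure: % activation from two-timepoint absorbance difference, scaled to controls; times: 1 h compound preincubation, 2 h substrate cleavage, 25 °C; also added: Ac-DEVD-pNA substrate, 400 µM as added; measured by: Epi-absorbance of released pNA at 405 nm, two timepoints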
# RPL19A-GFP yeast = yeast TOR pathway RPL19A-GFP modulation | actives 0.3% (n = 330,000) | S. cerevisiae RPL19A-GFP strain, flow cytometry, 3 h; active compounds read low | AID 2025 | percent response vs DMSO, % at 10 µM;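 active = percent response vs DMSO below 50%; inconclusive = fewer than 70 events counted for the yeast strain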;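 also: median channel GFP fluorescence of the barcoded RPL19A-GFP strain; ratio of sample median GFP to plate DMSO average so 100% = DMSO; lower means less RPL19A-GFP as with rapamycin TOR inhibition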
# AHR activator = activators of human aryl hydrocarbon receptor; AHR-responsive luciferase reporter cells, luminescence; P35869; actives 2.5% (n = 320,000); activation, % at 5 µM; in the data active = activation above about 47%;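 also: 0% = vehicle wells and 100% = reference agonist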
# AGP1 TOR yeast = yeast TOR pathway AGP1-GFP modulation. S. cerevisiae AGP1-GFP multiplex flow cytometry, 3 h; GFP as percent of DMSO wells. GFP response vs DMSO, % at 10 µM. actives 0.02% (n = 320,000);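 active = GFP response relative to DMSO above a set limit, near screen average plus 3 SD, cut at about 150% in these data; inconclusive = fewer than 70 cells counted for the yeast strain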;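 also: median GFP channel fluorescence of the gated AGP1 strain per well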
# LAP4-GFP MLPCN = modulators of TOR pathway LAP4-GFP in S. cerevisiae; actives 0.34% (n = 320,000); AID 2023; GFP response vs DMSO, % at 10 µM; S. cerevisiae LAP4-GFP multiplex, flow cytometry GFP, 3 h; median GFP as percent of DMSO wells;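 active = GFP response vs DMSO above a set limit, about the screen mean plus 3 SD, cut at about 150% in these data; inconclusive = under 70 cell events counted for the yeast strain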
# MEP2 TOR yeast = modulators of TOR pathway MEP2-GFP in S. cerevisiae. S. cerevisiae MEP2-GFP strain, flow cytometry GFP, 3 h; 100% = DMSO control level. GFP response vs DMSO, % at 10 µM. actives 0.51% (n = 330,000). AID 2016;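 active = GFP response versus DMSO above a set limit, roughly screen mean plus 3 SD, cut at about 180% in these data; inconclusive = fewer than 70 cells counted for a yeast strain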;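 also: median GFP fluorescence of the barcode-gated MEP2-GFP cells per well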
# CIT2-GFP yeast = yeast TOR pathway CIT2-GFP modulation | AID 2029 | S. cerevisiae CIT2-GFP strain, flow cytometry, 3 h; 100 means same as DMSO wells | actives 0.065% (n = 320,000) | GFP response vs DMSO, % at 10 µM;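 active = GFP response relative to DMSO above a set limit, near the screen mean plus 3 SD, cut at about 150% in these data; inconclusive = Fewer than 70 cells measured for a yeast strain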;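 also: ratio of well median GFP fluorescence to mean of DMSO wells on the plate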
# proCasp3 act = activates human procaspase-3; P42574; recombinant procaspase-3 D3A, Ac-DEVD-pNA absorbance 405 nm; activation, % at 8.5 µM; actives 0.11% (n = 330,000); AID 463141;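 active = activation above the mean of all tested compounds plus 3 SD, cut at about 21% in these data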;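 also: 0% = DMSO alone and 100% = DMSO wells spiked with extra 5 µM PC-3 D3A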
# Target sequence (P42574 whole entry D9A/D28A/D175A): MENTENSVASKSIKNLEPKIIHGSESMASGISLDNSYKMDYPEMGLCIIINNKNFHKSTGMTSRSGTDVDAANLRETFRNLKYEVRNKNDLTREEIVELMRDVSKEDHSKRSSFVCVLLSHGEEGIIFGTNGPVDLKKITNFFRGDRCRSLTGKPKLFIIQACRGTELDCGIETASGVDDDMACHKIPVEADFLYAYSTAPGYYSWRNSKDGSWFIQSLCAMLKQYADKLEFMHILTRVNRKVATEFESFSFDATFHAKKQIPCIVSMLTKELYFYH
#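 Test system: Procaspase-3 D3A mutant, all three cleavage aspartates alanine | Dosing: Single dose, 8.5 µM nominal compound, 0.8% DMSO | Schedule: 1 h preincubation, 2 h reaction | Technique: 405 nm absorbance of p-nitroaniline, reads at 0 and 120 min | Repeats: One well per compound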
# * marks the source's active call; other numbers are inactive results; ? = inconclusive; · = no result given; [ ] = remark or other dose.
# Under each structure – proCasp3 act | procasp7 counter | MEP2 TOR yeast | LAP4-GFP MLPCN | RPL19A-GFP yeast | AGP1 TOR yeast | AHR activator | CIT2-GFP yeast
- CCN1CCN(CCNC(=O)C2CCCN(Cc3nc(-c4cccc(Cl)c4)oc3C)C2)CC1 (configuration not stated)
    -3 | -14 | 103 | 95 | 103 | 107 | -2 | 108
- Cc1ccc(S(=O)(=O)N2CCCCC2)cc1NC(=O)COC(=O)c1ccc2c(c1)OCO2
    4 | 0 | 105 | 99 | 104 | 109 | 0 | 112
- CC(=O)NN1C(=O)c2ccccc2NC1c1ccco1 (configuration not stated)
    1 | 4 | 97 | 116 | 91 | 107 | 0 | 98
- Cc1ccccc1CS(=O)(=O)c1cn(CC(=O)N2CCOCC2)c2ccccc12
    -6 | 11 | 82 | 84 | 97 | 91 | 4 | 91
- CC(=O)NCCC(=O)Nc1nc(C)c(Cc2ccc3c(c2)OCO3)s1
    -3 | 4 | 104 | 94 | 104 | 101 | -1 | 106
- Cc1cc(C)cc(NS(=O)(=O)c2csc(C(N)=O)c2)c1
    -7 | 3 | 104 | 88 | 100 | 90 | 3 | 101
- CC(=O)N1CCc2cc(S(=O)(=O)NC(Cc3ccccc3)C(=O)Nc3cc(C)ccn3)ccc21 (configuration not stated)
    6 | -4 | 95 | 101 | 96 | 95 | 1 | 96
- CC(=O)N/C(=C/c1ccc2c(c1)OCO2)C(=O)NCC(=O)O
    -4 | -13 | 100 | 107 | 103 | 101 | 2 | 98
- Cc1ccc2oc(=O)c3cnn(CC(=O)NCCN4CCOCC4)c3c2c1
    -5 | 6 | 97 | 102 | 107 | 104 | 0 | 99
- COc1ccc(-c2nc(N)nc(C(F)(F)F)c2-c2ccccc2OC)c(O)c1
    0 | 2 | 100 | 95 | 99 | 90 | 2 | 92
- Nc1nc(SCC(=O)Nc2ccccc2Sc2ccccc2)n[nH]1
    2 | -2 | 102 | 97 | 97 | 102 | 2 | 99
- O=C(Nc1ccc2c(c1)C(=O)NC2=O)c1ccc2ncsc2c1
    0 | 9 | 107 | 91 | 103 | 103 | 8 | 104
- CCCOc1ccc(C(=O)NNC(=S)NC(=O)c2cc(-c3ccccc3)nc3ccccc23)cc1
    -5 | -2 | 99 | 103 | 103 | 98 | 8 | 92
- O=C(NCC1CCCO1)c1cc(C(=O)C2CCCCC2)c[nH]1 (configuration not stated)
    -5 | 7 | 90 | 92 | 97 | 99 | 4 | 96
- Cc1ccc(N(C(=O)CS(=O)CC(=O)Nc2ccc(F)cc2)C(C)C(=O)NC(C)(C)C)cc1 (configuration not stated)
    0 | -2 | 106 | 96 | 106 | 99 | 1 | 106
- CCC(C)N(C(=O)CSc1ncnc2sccc12)C1CCS(=O)(=O)C1 (configuration not stated)
    5 | 8 | 97 | 102 | 92 | 95 | 2 | 95
- COc1ccc(S(=O)(=O)N2CCCC(C(=O)NCc3ccncc3)C2)cc1Cl (configuration not stated)
    -3 | 8 | 109 | 101 | 98 | 101 | 0 | 100
- CCCCCCCC(=O)N/N=C(/C)c1c(O)cc(C)oc1=O
    1 | -3 | 102 | 97 | 104 | 100 | 3 | 95
- CNC(=O)c1c(NC(=O)c2nc3ccccc3s2)sc2c1CCC2
    -6 | 6 | 102 | 119 | 102 | 104 | 112* | 116
- O=C1CCCC2=C1C(Cc1ccccc1)C1=C(CCCC1=O)O2
    -11 | -5 | 93 | 98 | 95 | 100 | 0 | 94
- COC(C(=O)Nc1ccccc1C(=O)N1CCOCC1)c1ccccc1 (configuration not stated)
    -7 | 15 | 106[may fluoresce green] | 93[may fluoresce green] | 98[may fluoresce green] | 102[may fluoresce green] | -2 | 99[may fluoresce green]
- O=c1oc2ccccc2cc1-c1ccc(O)cc1
    -4 | -2 | 86 | 109 | 92 | 80 | -2 | 79
- CCOC(=O)N1CCC(NC2CCCCCCC2)CC1
    -1 | 13 | 98 | 96 | 94 | 98 | 0 | 97
- NC(=O)c1ccsc1NC(=O)COC(=O)c1cc(Cl)ccc1O
    0 | 6 | 98 | 92 | 91 | 90 | 5 | 80
- O=C(Nc1nc(-c2ccc(-c3ccccc3)cc2)cs1)c1cnccn1
    7 | 4 | 103 | 97 | 107 | 99 | -2 | 102
- O=[N+]([O-])c1ccc(N2CCN(c3ccc([N+](=O)[O-])cc3CO)CC2)c(CO)c1
    6 | -12 | 104 | 86 | 103 | 96 | -1 | 99
- CC12CCC(C(=O)N(CC(=O)O)C1=O)C2(C)C (configuration not stated)
    5 | 3 | 94 | 101 | 107 | 96 | -1 | 100
- NC(=NCc1ccco1)NC(=O)c1ccccc1
    10 | -14 | 97 | 94 | 98 | 101 | 4 | 99
- CC1=C(C(=O)OCc2ccccc2)N2C(=O)[C@@H](NC(=O)COc3ccccc3)[C@H]2SC1
    4 | 3 | 94 | 134 | 105 | 93 | -1 | 104
- O=c1[nH]c(CN2CCN(C/C=C/c3ccccc3)CC2)nc2cc(Cl)ccc12
    -8 | 5 | 104 | 101 | 101 | 103 | -1 | 112

# Another view of some results above.
structure,proCasp3 act,procasp7 counter,MEP2 TOR yeast,LAP4-GFP MLPCN,RPL19A-GFP yeast,AGP1 TOR yeast,AHR activator,CIT2-GFP yeast
COc1ccc(-c2nc(N)nc(C(F)(F)F)c2-c2ccccc2OC)c(O)c1,0,2,100,95,99,90,2,92
Nc1nc(SCC(=O)Nc2ccccc2Sc2ccccc2)n[nH]1,2,-2,102,97,97,102,2,99
O=C(Nc1ccc2c(c1)C(=O)NC2=O)c1ccc2ncsc2c1,0,9,107,91,103,103,8,104
CCCOc1ccc(C(=O)NNC(=S)NC(=O)c2cc(-c3ccccc3)nc3ccccc23)cc1,-5,-2,99,103,103,98,8,92
O=C(NCC1CCCO1)c1cc(C(=O)C2CCCCC2)c[nH]1 (configuration not stated),-5,7,90,92,97,99,4,96
Cc1ccc(N(C(=O)CS(=O)CC(=O)Nc2ccc(F)cc2)C(C)C(=O)NC(C)(C)C)cc1 (configuration not stated),0,-2,106,96,106,99,1,106
CCC(C)N(C(=O)CSc1ncnc2sccc12)C1CCS(=O)(=O)C1 (configuration not stated),5,8,97,102,92,95,2,95
COc1ccc(S(=O)(=O)N2CCCC(C(=O)NCc3ccncc3)C2)cc1Cl (configuration not stated),-3,8,109,101,98,101,0,100
CCCCCCCC(=O)N/N=C(/C)c1c(O)cc(C)oc1=O,1,-3,102,97,104,100,3,95
CNC(=O)c1c(NC(=O)c2nc3ccccc3s2)sc2c1CCC2,-6,6,102,119,102,104,112*,116
O=C1CCCC2=C1C(Cc1ccccc1)C1=C(CCCC1=O)O2,-11,-5,93,98,95,100,0,94
COC(C(=O)Nc1ccccc1C(=O)N1CCOCC1)c1ccccc1 (configuration not stated),-7,15,106[may fluoresce green],93[may fluoresce green],98[may fluoresce green],102[may fluoresce green],-2,99[may fluoresce green]
O=c1oc2ccccc2cc1-c1ccc(O)cc1,-4,-2,86,109,92,80,-2,79
CCOC(=O)N1CCC(NC2CCCCCCC2)CC1,-1,13,98,96,94,98,0,97
NC(=O)c1ccsc1NC(=O)COC(=O)c1cc(Cl)ccc1O,0,6,98,92,91,90,5,80
O=C(Nc1nc(-c2ccc(-c3ccccc3)cc2)cs1)c1cnccn1,7,4,103,97,107,99,-2,102
O=[N+]([O-])c1ccc(N2CCN(c3ccc([N+](=O)[O-])cc3CO)CC2)c(CO)c1,6,-12,104,86,103,96,-1,99
CC12CCC(C(=O)N(CC(=O)O)C1=O)C2(C)C (configuration not stated),5,3,94,101,107,96,-1,100

# More entries follow.
# Under each structure – proCasp3 act | procasp7 counter | MEP2 TOR yeast | LAP4-GFP MLPCN | RPL19A-GFP yeast | AGP1 TOR yeast | AHR activator | CIT2-GFP yeast
- CCOc1ccc(C(=O)COC(=O)Cn2cnc3c2c(=O)n(C)c(=O)n3C)cc1
    8 | 2 | 89 | 95 | 92 | 93 | -1 | 88
- COc1cccc(NC(=O)C2CCN(S(=O)(=O)c3ccccc3)CC2)c1
    0 | 6 | 101 | 91 | 101 | 100 | 8 | 93
- Brc1ccc(OCCOc2cccc3cccnc23)cc1
    7 | -2 | 102 | 95 | 101 | 94 | 6 | 92
- O=C(Nc1nccs1)C12CC3CC(C1)CC(C(=O)Nc1nccs1)(C3)C2
    3 | 5 | 99 | 96 | 103 | 110 | 15 | 105
- Cc1ccc(S(=O)(=O)NNc2ccccc2)cc1
    -13 | -37 | 105 | 88 | 99 | 98 | 14 | 100
- CC1(C)CC(NS(=O)(=O)c2ccc(S(=O)(=O)N3CCOCC3)cc2)CCO1 (configuration not stated)
    12 | 10 | ? | ? | ? | ? | -4 | ?
- CC(=Nc1ccccc1O)c1sc2ccccc2c1O
    -28 | -30 | 113 | 117 | 105 | 96 | 13 | 111
- Cc1ccccc1NC(=S)NNc1ncc(C(F)(F)F)cc1Cl
    -7 | -10 | 97 | 93 | 98 | 102 | 13 | 100
- COc1cc(-c2[nH]ncc2CN(C)Cc2cc(C)[nH]n2)cc(OC)c1OC
    5 | -3 | 102 | 112 | 101 | 106 | 7 | 111
- CCOc1ccc(-c2[nH]ncc2-c2ccc(Cl)cc2)c(O)c1
    5 | 1 | 113 | 109 | 104 | 93 | 7 | 102
- O=S(=O)(Nc1c(S(=O)(=O)c2ccccc2)c2nc3ccccc3nc2n1C1CCCCC1)c1ccccc1
    12 | 14 | 104 | 89 | 88 | 59 | 1 | 93
- Cc1ccc(C(=O)OCC(=O)N(C)C2CCS(=O)(=O)C2)cc1[N+](=O)[O-] (configuration not stated)
    0 | 6 | 95 | 99 | 102 | 99 | 3 | 100
- CS(=O)(=O)N(CC(=O)NCc1ccccc1Cl)Cc1ccccc1
    2 | 7 | 111 | 112 | 104 | 106 | 0 | 93
- Cc1ccc(NC(=O)CSc2nc3ccccc3nc2N2CCOCC2)c(C)c1
    5 | 5 | 101 | 113 | 101 | 95 | 3 | 98
- COC(=O)c1sccc1NC(=O)C12CC3CC(CC(C3)C1)C2
    -2 | 9 | 93 | 94 | 96 | 95 | -2 | 91
- O=C(CCC(=O)N(CC(=O)NC1CCCC1)Cc1ccccc1)Nc1nccs1
    2 | 101* | 103 | 91 | 102 | 96 | 1 | 112
- CCc1ccc(C(=O)NN(C(=O)c2ccc(CC)cc2)C(C)(C)C)cc1
    7 | -1 | 102 | 102 | 105 | 106 | 6 | 96
- Cc1ccc(N2CC(C(=O)NCc3cccs3)CC2=O)cc1C (configuration not stated)
    -6 | 2 | 84 | 89 | 90 | · | 1 | 92
- Cc1cc(C)n(C(=O)C23CC4CC(CC(C4)C2)C3)n1
    0 | 1 | 106 | 92 | 104 | 101 | 6 | 106
